# Assay outcomes from PubChem BioAssay.
# ALOX12 inh: Primary qHTS assay for inhibitors of human arachidonate 12S-lipoxygenase (ALOX12): Round 2. Polyunsaturated fatty acid lipoxygenase ALOX12 (Homo sapiens), P18054. purified 12hLO, xylenol orange hydroperoxide absorbance. Potency, µM (series often up to 108 µM), inactives show at the top dose activity change, negative = inhibition, actives largely listed as inhibitors. hit rate 1.1% among 580,000. AID 1671190, 2021; further: potency means the concentration at half of the fitted maximal effect; on the % scale 0 is the no-effect control and ±100 the full control effect
#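 Purified human 12hLO (150 nM final) in 25 mM Hepes, 0.01% Triton X-100, pH 7.0 was preincubated 15 min at room temperature with compound. Then 40 uM arachidonic acid was added, 30 min. Hydroperoxide was read by Fe-XO absorbance ratio 573/405 nm.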
# Pol beta inh: qHTS Assay for Inhibitors of DNA Polymerase Beta; hit rate 1.3% among 340,000; Potency, µM (series often up to 114 µM), for the others: at the top dose activity change, negative = inhibition, most hits filed as inhibitors; Pol beta primer extension/strand displacement, fluorescence kinetic; P06746; further: potency means the concentration at half of the fitted maximal effect; on the % scale 0 is the no-effect control and ±100 the full control effect
#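 Enzyme-only controls used 10 nM Pol beta; buffer lacking enzyme served as negative control. Compound preincubated 15 min, then 50 nM substrate added; 0 and 10 min reads at room temperature.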
# BLM inh: qHTS Assay for Inhibitors of Bloom's syndrome helicase (BLM). RecQ-like DNA helicase BLM (Homo sapiens), P54132. recombinant BLM DNA unwinding, fluorescence dequenching. Potency, µM (titrated, usually from 56.1 µM), for inactives: at the highest dose activity change, negative = inhibition, hits mostly inhibitors. hit rate 0.2% among 350,000. AID 2528, 2010;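 further: potency means the concentration at half of the fitted maximal effect; plate controls were vehicle for no effect and no enzyme for full effect; nearly all actives have a fitted effect of over 35% in size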
# Anesthetic bind: qHTS Assay for Identification of Novel General Anesthetics | apoferritin/1-aminoanthracene competitive binding, fluorescence | AID 485281, 2010 | Potency, µM (titrated, usually from 77.5 µM), for inactives: top-dose activity change, negative = displacement, actives largely listed as inhibitors | Ferritin light chain (Equus caballus), P02791 | hit rate 0.074% among 350,000; further: potency means the concentration at half of the fitted maximal effect; on the % scale 0 is the no-effect control and ±100 the full control effect; nearly all actives have a fitted effect of over 20% in size
# Target sequence (P02791 2-175 limits assumed): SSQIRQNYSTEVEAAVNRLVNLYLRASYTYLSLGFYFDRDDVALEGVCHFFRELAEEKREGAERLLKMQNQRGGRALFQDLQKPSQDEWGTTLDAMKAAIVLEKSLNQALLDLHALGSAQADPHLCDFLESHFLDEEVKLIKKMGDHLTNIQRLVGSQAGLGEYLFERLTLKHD
#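 In PBS, apoferritin at 10 uM is loaded with 1-AMA from a 50% saturated solution. After 10 min of compound exposure at ambient temperature, reduced 535 nm fluorescence indicates probe displacement.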
# TRHR agonist: qHTS for Small Molecule Agonists and Allosteric Enhancers of Human TRH Receptor: Primary Screen for Agonists. AID 493084, 2011. activation, % at 2 µM. hit rate 0.18% among 360,000. TRHR cells, calcium flux fluo-8, FDSS agonist mode. Thyrotropin-releasing hormone receptor (Homo sapiens), P34981; in the data active means activation above about 30%; further: 0% is about no effect
#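 TRHR-expressing cells loaded with fluo-8 calcium dye; 23 nL library compound pin-transferred, kinetic FDSS fluorescence (Ex 480/Em 530) recorded about 180 s for agonist-induced calcium release, before a 10 nM TRH EC20 addition for potentiator mode.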
# POLI inh: qHTS for Inhibitors of Polymerase Iota | Pol iota fluorescent replication assay, 10 min | hit rate 1% among 390,000 | Potency, µM (top dose mostly 115 µM), without a hit: at the highest dose activity, negative = inhibition, hits mostly inhibitors; further: potency means the concentration at half of the fitted maximal effect
#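 Pol iota at 10 nM preincubated 15 min with compounds at room temperature; reaction started with fluorescent substrate, 50 nM final. Fluorescence read kinetically at 0 and 10 min; buffer-only wells as negative control.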
# APE1 inh: qHTS Assay for Inhibitors of the Human Apurinic/apyrimidinic Endonuclease 1 (APE1); Potency, µM (doses to about 65.8 µM), without a hit: at the top dose activity change, negative = inhibition, hits mostly inhibitors; recombinant APE1, TAMRA/BHQ-2 abasic DNA cleavage fluorescence; hit rate 0.35% among 350,000; DNA repair nuclease/redox regulator APEX1 (Homo sapiens), P27695;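 further: potency means the concentration at half of the fitted maximal effect; plate controls were vehicle for no effect and reference inhibitor for full effect; nearly all actives have a fitted effect of over 55% in size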
# Target sequence (P27695 whole entry, looked up): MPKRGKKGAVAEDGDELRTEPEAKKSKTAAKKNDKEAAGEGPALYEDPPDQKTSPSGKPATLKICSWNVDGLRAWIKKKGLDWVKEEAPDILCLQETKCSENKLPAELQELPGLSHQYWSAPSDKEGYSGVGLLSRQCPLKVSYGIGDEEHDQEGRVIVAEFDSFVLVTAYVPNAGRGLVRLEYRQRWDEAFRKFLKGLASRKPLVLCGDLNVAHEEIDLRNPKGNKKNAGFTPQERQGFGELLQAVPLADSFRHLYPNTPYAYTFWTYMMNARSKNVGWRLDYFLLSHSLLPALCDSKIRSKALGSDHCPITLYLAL
#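 Measures dequenching upon AP-site incision of a 5'-TAMRA/3'-BHQ-2 THF-containing duplex, 50 nM; human APE1 0.75 nM after 15 min room-temperature exposure to compound; kinetic three-point read at one-minute spacing.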
# ERG Ets-DNA blk: qHTS for Small Molecule Inhibitors of the ERG Ets/DNA interaction; Transcriptional regulator ERG (Homo sapiens), P11308; fluorescence polarization, His-ERG Ets domain / labelled DNA; Potency, µM (doses to about 76.9 µM), inactives show at the top dose FP activity, negative = inhibition, actives largely listed as inhibitors; hit rate 0.028% among 370,000; active means well fitted inhibition curve with a large enough effect in the polarisation, with a control signal flat; inconclusive means small, poorly fitted or top-dose-only effect, or effect the other way, or a change in a side signal; inactive means no such curve, though single readings can be large or run the other way; the % refers to the polarisation;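 further: polarization taken with two DNA probes labelled with fluorescein and Texas red; potency means the concentration at half of the fitted maximal effect; % of control where 0% means no effect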
# Target sequence (P11308 whole entry, looked up, the tested form may be a part): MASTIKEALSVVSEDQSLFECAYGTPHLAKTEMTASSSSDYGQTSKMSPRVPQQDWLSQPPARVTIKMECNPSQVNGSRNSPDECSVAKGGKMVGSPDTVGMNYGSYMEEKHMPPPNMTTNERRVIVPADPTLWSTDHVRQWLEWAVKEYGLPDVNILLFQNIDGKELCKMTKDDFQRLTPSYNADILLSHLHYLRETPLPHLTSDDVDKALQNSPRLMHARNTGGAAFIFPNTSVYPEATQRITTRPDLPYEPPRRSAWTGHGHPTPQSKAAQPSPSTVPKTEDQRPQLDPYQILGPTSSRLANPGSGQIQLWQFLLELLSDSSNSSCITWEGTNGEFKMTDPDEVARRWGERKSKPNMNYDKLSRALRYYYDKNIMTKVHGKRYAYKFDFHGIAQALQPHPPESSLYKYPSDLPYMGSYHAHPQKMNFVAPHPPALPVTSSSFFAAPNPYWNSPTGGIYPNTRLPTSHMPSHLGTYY
#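 His-tagged ERG Ets domain (1 uM in the protein solution; 300mM KCl, 50mM Tris-HCl, 1mM EDTA, 1mM DTT, pH 7.5) received compound, then a probe mix of 5 nM fluorescein-DNA and 100nM Texas-615-DNA. Fluorescence polarization was read for both dyes.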
# Pol kappa inh: qHTS for Inhibitors of Polymerase Kappa; DNA polymerase kappa (Homo sapiens), Q9UBT6; purified Pol kappa, fluorescent DNA synthesis assay, 10 min; Potency, µM (top dose mostly 107 µM), for the others: at the top dose activity, negative = inhibition, most hits filed as inhibitors; hit rate 0.53% among 400,000; AID 588579, 2011; further: potency means the concentration at half of the fitted maximal effect; on the % scale 0 is the no-effect control and ±100 the full control effect
#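 50 nM final substrate added after 15 min RT preincubation of 10 nM Pol kappa with compound; fluorescence read at 0 and 10 min.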
# Active calls of the source: *; ? = inconclusive; . = no result given; & = joins results of further samples; [ ] = another dose, or the depositor's remark. Unless noted, the call rests on the fitted dose curve; in most records, active means well fitted curve in the direction sought with a large enough effect; inconclusive means small, poorly fitted or top-dose-only effect, or another doubt; inactive means no such curve, though single readings can be large; an effect the other way counts as inactive or inconclusive. Not all compounds are listed, so the mix of outcomes need not match the whole.
SMILES	ALOX12 inh	Pol beta inh	BLM inh	Anesthetic bind	TRHR agonist	POLI inh	APE1 inh	ERG Ets-DNA blk	Pol kappa inh
COc1ccc(NC(=O)Cn2c(SCc3ccc(C)cc3)nc3cccnc32)cc1OC	?	-29%	-8%	-17%	-0.2	-2%	.	-10%	-10%
COc1ccc2[nH]cc(CCNC(=S)NC3CCCC3)c2c1	?	-22%	-9%	-8%	0.4	73%[activator]	-1%	6%	-1%
Cc1ccc(-c2noc(CSc3ccccc3)n2)cc1	0%	-1%	-8%	-21%	-0.4	24%	-1%	-2%	-8%
COC(=O)c1c(C)nc2c(c(SC)nn2-c2ccccc2)c1N	-2%	-3%	-10%	-8%	-0.3	3%	1%	1%	1%
O=C(Nc1ccc(F)cc1F)c1ccc(COc2c(F)c(F)cc(F)c2F)o1	-27%	?	-1%	?	-0.1	-11%	-8%	.	0%
COc1ccc(C(=O)OCC(=O)Nc2ccc([N+](=O)[O-])cc2OC)c(O)c1	-20%	-22%	1%	-4%	0.4	24%	0%	-2%	7%
O=C(NCc1cccnc1)c1ccc(CN2CCc3ccccc3C2)cc1	1%	10%	-1%	-4%	0.3	15%	9%	3%	9%
COc1ccc(C(NC(=O)c2c(F)c(F)c(F)c(F)c2F)c2ccccc2)cc1 (stereo not drawn)	-7%	16%	0%	-5%	0.0	39%[activator]	-1%	7%	-5%
COc1cc(/C=N/n2c(C3CCCCC3)n[nH]c2=S)cc(Br)c1O	?	89%	-2%	7%	-0.8	-12%	3%	1%	-2%
O=c1[nH]cnc2c1ncn2-c1ccc(N(CCO)CCO)cc1	-2%	.	.	.	.	16%	.	-4%	-9%
COc1ccc(-c2nc3n(n2)C(=O)CC(c2ccc(Cl)cc2)S3)cc1 (stereo not drawn)	-17%	-10%	-2%	-1%	-0.1	8%	.	-7%	-8%
CC1=C(C#N)C(c2cccnc2)C2=C(N1)c1ccccc1C2=O (stereo not drawn)	50%[activator]	1%	3%	-8%	-0.1	40%[activator]	-5%	-4%	-6%
COc1ccc(C(=O)Nc2ccc(S(=O)(=O)N3CCCCC3C)cc2)c(OC)c1OC (stereo not drawn)	-14%	-4%	-14%	91%[activator]	-0.8	-12%	-11%	.	-11%
COc1ccc(OC2C(=O)N(c3cc(C)ccc3C)C2c2ccc(OC)c(OC)c2)cc1 (stereo not drawn)	-3%	0%	0%	0%	0.9	14%	-8%	1%	-5%
COC(=O)C1CCC(=O)N1C(c1ccc(OC)cc1)c1cc(OC)c(OC)c(OC)c1 (stereo not drawn)	3%	.	.	.	.	14%	.	0%	-17%

# Some of the entries so far, with two lines to a compound:
# Sequence of screens: ALOX12 inh	Pol beta inh	BLM inh	Anesthetic bind	TRHR agonist	POLI inh	APE1 inh	ERG Ets-DNA blk	Pol kappa inh
- O=c1[nH]cnc2c1ncn2-c1ccc(N(CCO)CCO)cc1
    -2%	.	.	.	.	16%	.	-4%	-9%
- COc1ccc(-c2nc3n(n2)C(=O)CC(c2ccc(Cl)cc2)S3)cc1 (stereo not drawn)
    -17%	-10%	-2%	-1%	-0.1	8%	.	-7%	-8%

# Next section:
SMILES	ALOX12 inh	Pol beta inh	BLM inh	Anesthetic bind	TRHR agonist	POLI inh	APE1 inh	ERG Ets-DNA blk	Pol kappa inh
CCN(CC(=O)Nc1ccc2c(c1)OCCO2)Cc1cc(=O)oc2cc(C)c(C)cc12	-11%&-15%	-7%	-1%	2%	0.4	9%	-4%	-1%	-4%
COc1cc(NC(=O)COC(=O)/C=C/c2ccccc2Cl)cc(OC)c1	-5%	2%	-6%	3%	23	8%	1%	-3%	-8%
O=C(NCc1ccc(F)cc1)C(c1ccc(Cl)cc1)N(C(=O)c1csnn1)C1CC1 (stereo not drawn)	-20%	42%	-3%	7%	-0.4	18%	1%	-12%	1%
O=C(NCCN1CCOCC1)c1ccc(CS(=O)(=O)c2ccc(Br)cc2)o1	9%[57.4 µM]	.	.	.	.	2%	.	9%	-10%
CC1(C)Cc2cccc(OCC(=O)OCC(=O)NCc3ccccc3)c2O1	-23%	-18%	-1%	-9%	-0.3	16%	5%	2%	-12%
Cc1ccc2cccc(S(=O)(=O)n3nc(C)cc3C)c2n1	4%	-18%	-1%	-13%	-0.2	12%	3%	-8%	-21%
Cc1ccccc1N(C(=O)c1ccccn1)C(C(=O)NCc1ccccc1)c1cccnc1 (stereo not drawn)	-20%	23%	-3%	-12%	-0.3	49%[activator]	19%	2%	3%
NCCCC[C@@H]1NC(=O)[C@H](CCC(=O)O)NC(=O)c2cc([N+](=O)[O-])cc(I)c2NCC[C@@H](C(N)=O)NC1=O	.	-2%	-11%	-2%	0.0	-7%	1%	10%	-6%
Cn1c(=O)[nH]c(=O)c2c1nc(SCC(O)CCl)n2Cc1ccccc1 (stereo not drawn)	-19%	-11%	-2%	-9%	0.3	-9%	-14%	3%	-3%
Cc1ccc(S(=O)(=O)N2CCOCC2)cc1NC(=O)CNCc1ccccc1Cl	?	.	.	.	-0.1	14%	32%	14%	-1%
Cc1c(NC(=O)Nc2cccs2)cccc1[N+](=O)[O-]	?	1%	-4%	-21%	0.8	25%	-2%	-15%	7%
CCCc1ncc(C[n+]2ccccc2C)c(N)n1	?	.	2%	11%[29.3 µM]	-0.1	?	26%	5%	-4%
COc1cc(C(C)=O)ccc1Oc1ncnc2c1cnn2-c1cccc(Cl)c1	?	0%	0%	-1%	0.8	18%	6%	0%	-3%
CCc1ccc(Nc2ncnc3nc[nH]c23)cc1	11%	36%	-3%	4%	0.1	14%	0%	?	7%
CCCCCCC1C(C#N)=C(N)OC2=C1C(=O)CCC2 (stereo not drawn)	32µM*	-2%	5%	-5%	-1.3	?	-4%	0%	-28%
CC#CCN(CC#CC)S(=O)(=O)c1ccc(-n2cnnn2)c(OC)c1	6%	3%	-3%	-16%	-0.5	24%	-3%	.	2%
Cc1ccc(C)c(NC(=O)N2CCN3CCCCC3C2)c1 (stereo not drawn)	13%	0%	0%	-1%	0.6	53%[activator]	.	-1%	6%
Fc1cccc(NC(=S)NCCc2ccccc2)c1	?	26%	-1%	-18%	-0.1	1%	-7%	-7%	-8%
O=C(Nc1cccc(Cl)c1)Nc1cc(S(=O)(=O)N2CCCCC2)ccc1Cl	-15%	12%[57.1 µM]	-12%	-4%	0.4	-2%	-6%	15%	-6%
Cc1nc2ccc(S(=O)(=O)NCC(=O)N3CCCCC3)cc2s1	8%	13%	2%	2%	-0.3	10%	1%	1%	2%
CCc1c(C)nc(N)n2c(SCC(=O)N3CCN(c4ccccc4F)CC3)nnc12	.	0%	-1%	-5%	0.3	.	2%	.	.
CC1CCN(c2nn3c(=O)c(C(=O)NCc4ccc(Cl)cc4)cnc3s2)CC1	-16%	22%	-3%	-5%	-0.2	-4%	.	1%	22%
COc1ccc(OC)c(NC(=O)Cn2c(C)nc3ccccc3c2=O)c1	-3%	-6%	-5%	-17%	-0.3	41%[activator]	6%	-2%	2%
O=C(NC(=O)c1c(F)cccc1F)O/N=C1\CCCc2occc21	0%	18%	-1%	-8%	0.5	-15%	2%	-7%	-7%
Cc1cc(C(=O)COC(=O)c2cccn2C)c(C)n1Cc1ccco1	-2%	?	-18%	0%	-0.2	?	?	7%	-6%
CCOC(=O)C1=C(C)NC(C)=C(C(=O)OCC)C1C(=O)OCC(=O)N1CCc2ccccc21	8%	-7%	-7%	-2%	0.6	14%	14%	7%	-2%
CN(c1ccc(OCC(=O)OCC(=O)Nc2cccc([N+](=O)[O-])c2)cc1)S(=O)(=O)c1ccc(F)cc1	-2%	?	-8%	-9%	-0.1	35%[activator]	11%	-1%	-2%
C#CCOCCOCCOCCNc1nc(N2CCN(C(=O)C([C@@H](C)CC)n3cc(C(N)Cc4ccc(O)cc4)nn3)CC2)nc(N2CCN(C(=O)[C@H](CCC(=O)O)n3cc(C(N)[C@H](C)CC)nn3)CC2)n1 (stereo partly drawn)	?	29%	-4%	-2%	-0.4	1%	-15%	0%	-6%
Cn1c(CCN2CCOCC2)nc2cc(NC(=O)COc3ccc(Cl)cc3)ccc21	11%	0%	2%	-13%	0.2	57%[activator]	-4%	1%	-5%
Cc1cc(O)c2c(c1)CC1C3CCC4CC(=O)CCC4(C)C3CC(=O)C21C (stereo not drawn)	-9%	.	.	.	.	19%	.	-5%	1%
CC[C@H](C)[C@H](NC(N)=O)C(=O)Nc1ccc(NC(C)=O)cc1	0%	10%	-2%	3%	-0.1	31%[activator]	1%	-6%	3%
CCCc1cc(=O)[nH]c(/N=C(/NC(=O)C(C)N2C(=O)c3ccccc3C2=O)Nc2ccccc2)n1 (stereo not drawn)	-20%	1%	-9%	0%	0.0	5%	?	7%	-2%
COc1ccc(NC(=O)C(=O)N2N=C3CCCCC3C2(O)C(F)(F)F)cc1 (stereo not drawn)	-1%	-1%	-3%	-17%	-1.9	19%	8%	4%	-20%
C/C=C/C=C(/NC(=O)c1ccccc1)C(=O)Nc1ccccc1	7%	31%	0%	-7%	0.1	39%[activator]	8%	3%	8%
CSc1nc2c(c(=O)[nH]1)C(c1ccc(F)cc1)CC(=O)N2 (stereo not drawn)	?	6%	1%	3%	0.8	40%[activator]	12%	-4%	-1%
